# hIAP block – human IAP inhibition; P09923; purified IAP, CDP-Star luminescence, 30 min; inhibition, % at 10 µM; hit rate 0.12% among 330,000; AID 2544;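 active = inhibition reaching a set limit with compound at 10 µM in the primary screen, cut at about 35% in these data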;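 also: plate controls were DMSO wells with enzyme for no effect and no-enzyme buffer wells for full effect; values of inactives mirror those of a sister screen read the other way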
# Target sequence (P09923 whole entry, looked up): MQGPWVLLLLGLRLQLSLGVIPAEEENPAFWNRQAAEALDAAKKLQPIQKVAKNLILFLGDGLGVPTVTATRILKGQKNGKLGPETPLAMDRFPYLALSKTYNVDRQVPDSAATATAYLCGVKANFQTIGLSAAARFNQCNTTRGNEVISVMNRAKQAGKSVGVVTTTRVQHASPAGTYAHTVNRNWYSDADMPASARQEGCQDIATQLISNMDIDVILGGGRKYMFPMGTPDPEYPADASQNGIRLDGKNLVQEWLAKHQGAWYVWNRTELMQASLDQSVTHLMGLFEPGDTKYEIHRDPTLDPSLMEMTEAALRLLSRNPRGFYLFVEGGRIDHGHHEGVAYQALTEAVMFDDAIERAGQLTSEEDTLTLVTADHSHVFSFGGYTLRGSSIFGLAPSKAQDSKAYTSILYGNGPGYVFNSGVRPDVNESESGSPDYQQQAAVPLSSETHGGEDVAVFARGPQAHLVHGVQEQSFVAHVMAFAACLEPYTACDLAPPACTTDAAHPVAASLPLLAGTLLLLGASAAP
# ATG4B inh – ATG4B (human) cysteine protease inhibition. AID 504462. Q9Y4P1. ATG4B cleavage of LC3-PLA2, NBD-HPC fluorescence, 1 h. inhibition, % at 8.33 µM. hit rate 0.51% among 340,000; in the data active = inhibition above about 40%
# Target sequence (Q9Y4P1 whole entry, looked up): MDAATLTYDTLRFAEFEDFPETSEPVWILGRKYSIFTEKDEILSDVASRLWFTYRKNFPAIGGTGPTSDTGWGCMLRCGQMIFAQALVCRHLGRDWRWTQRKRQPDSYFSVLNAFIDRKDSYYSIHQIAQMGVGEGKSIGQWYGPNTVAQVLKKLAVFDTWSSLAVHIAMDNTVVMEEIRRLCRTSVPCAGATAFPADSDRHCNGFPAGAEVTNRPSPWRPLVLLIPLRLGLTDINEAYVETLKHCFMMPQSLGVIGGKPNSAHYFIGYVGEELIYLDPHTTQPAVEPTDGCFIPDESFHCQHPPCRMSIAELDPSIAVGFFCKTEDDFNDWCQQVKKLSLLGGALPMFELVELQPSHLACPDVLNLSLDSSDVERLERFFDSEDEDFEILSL
# tim10-1 inh – growth inhibitors of tim10-1 mutant yeast; S. cerevisiae tim10-1 ts strain growth, BacTiter-Glo, 24 h; inhibition, % at 20 µM; hit rate 2.2% among 330,000; AID 463190;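 active = inhibition of at least 40%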;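 also: mutant grown at 25 °C; 0% = DMSO wells with yeast and 100% = wells holding no yeast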
# hIAP activ – increases human intestinal alkaline phosphatase activity; AID 2524; purified human IAP, CDP-Star luminescence, 30 min; hits give high values; 1 = vehicle-only enzyme, 0 = enzyme-free background; P09923; activation factor at 10 µM; hit rate 0.16% among 330,000;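 active = activation factor of the enzyme at least 2-fold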; also: the source names both 10 and 20 µM as test concentration; values of inactives mirror those of a sister screen read the other way
# mIAP act – increases mouse intestinal alkaline phosphatase activity; muIAP, CDP-Star luminescence, 30 min; hits give high values; 1 = vehicle-only enzyme signal, 0 = enzyme-free wells; activation factor at 10 µM; hit rate 0.24% among 330,000; AID 2805;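 active = activation factor of at least 2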; also: the source names both 10 and 20 µM as test concentration; values of inactives mirror those of a sister screen read the other way
#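 Assay system: mouse IAP enzyme; Reagent: CDP-Star chemiluminescent phosphatase substrate; Compound: DMSO-dissolved test compounds; Incubation: 30 min, room temperature; Technique: luminescence from enzymatic CDP-Star hydrolysis; Controls: DMSO-only wells and no-enzyme negative control.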
# mIAP inh – blocks mouse intestinal alkaline phosphatase | purified mouse IAP, CDP-Star luminescence, 30 min | inhibition, % at 10 µM | hit rate 0.2% among 330,000 | AID 2806;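 active = inhibition of at least 40% at 10 µM in the primary screen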;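 also: plate controls were DMSO with enzyme for no effect and no enzyme wells for full effect; values of inactives mirror those of a sister screen read the other way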
# Apaf1 inhib – blocks human Apaf-1 apoptosome activity; O14727; reconstituted apoptosome caspase-3 activity, DEVD-Rh110 fluorescence; inhibition, % at 20 µM; hit rate 0.71% among 330,000; AID 489030; active = inhibition of at least 40% at 20 µM;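 also: plate controls were DMSO wells for no effect and DEVD-CHO caspase inhibitor wells for full effect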
#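 Material: biochemical Apaf-1 apoptosome reconstitution. Medium: Hepes buffer, pH 7.5. Also added: cytochrome c activation, bis-DEVD rhodamine 110 substrate. Timing: 30 min compound preincubation, 50 min activation, room temperature. Measured by: rhodamine 110 fluorescence at Ex 480/Em 540 nm.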
# TIM10 inh – growth inhibitors of TIM10 yeast strain; AID 463195; S. cerevisiae TIM10 strain growth, BacTiter-Glo luminescence, 24 h; inhibition, % at 10 µM; hit rate 1.4% among 330,000;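 active = inhibition of 40% or more at the single tested concentration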;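 also: wild-type TIM10 isogenic control strain grown at permissive 25 °C; 0% = DMSO yeast wells and 100% = minimal medium wells without yeast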
# NLRP3 yeast inh – blocks the NALP3 inflammasome reconstituted in yeast; hit rate 0.39% among 330,000; Yeast reconstituted NLRP3/ASC/caspase-1, beta-gal luminescence, 24 h; AID 2825; inhibition, % at 10 µM;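 active = inhibition of 50% or more; inactive = inhibition below 50%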;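 also: plate controls were induced DMSO wells for no effect and uninduced yeast grown without galactose for full effect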
# The depositor's hits bear a star; & = joins results of further samples.
SMILES,hIAP block,ATG4B inh,tim10-1 inh,hIAP activ,mIAP act,mIAP inh,Apaf1 inhib,TIM10 inh,NLRP3 yeast inh
CC(C)(C)c1ccc(S(=O)(=O)NNC(=O)C2CCN(Cc3cccc(F)c3)CC2)cc1,-2,-7,-2,1,1.1,-7,13,-5,3
CCn1c2c(c(=N)c3c1CCC3)CCC2,-3,4,2,1,1.1,-6,0,-6,9
CCOC(=O)/C(C#N)=C/c1cccc(F)c1,4,-4,7,0.96,0.99,1,8,8,8
O=C1CSCN1c1ccc(Cl)cc1,2,-20,3,0.98,0.91,9,-13,4,-11
COc1cccc(CN2CCC(Oc3ccc(C(=O)NCc4ccccn4)cc3)CC2)c1,-2,-7,-3,1,1.1,-7,-1,-10,8
O=C(CCC(=O)N1CCOc2ccccc21)NCc1cccnc1,-6,2,-23,1.1,1.1,-5,-4,-5,10
C/C(=N/NC(=O)CCC(=O)Nc1ccc(Br)cc1)c1ccc(Br)cc1,-6,3,-3,1.1,1.1,-14,9,-6,13
CN(C)CCOC(=O)COc1ccc(Cl)cc1,4,5,-2,0.96,1.1,-5,-11,-6,7
CCOC(=O)/C(C)=N/NC(=O)c1cccc([N+](=O)[O-])c1,-15,0,14,1.2,0.86,14,2,13,13
NS(=O)(=O)c1ccc(CCNC(=O)C(=O)c2cn(CC(=O)N3CCOCC3)c3ccccc23)cc1,-45,-4,-10,1.5,1,-1,-2,2,7
O=C(NNC1=Nc2cc([N+](=O)[O-])ccc2OC1)c1ccccc1Cl,-65,-12,-18,1.6,1,0,5,-10,19
CC(C)(C)NC(=O)C(c1ccncc1)N(C(=O)CNC(=O)c1ccco1)c1ccc(F)cc1 (centres undefined),11,5,16,0.89,0.95,5,2,1,8
COC(=O)c1ccc(C)c(NC(=O)CSc2nc3[nH]c(=O)cc(O)c3s2)c1,-6,0,8,1.1,0.84,16,2,7,9
CC1CC(C)CN(C(=O)COC(=O)c2ccc3c(c2)C(=O)N(Cc2ccco2)C3=O)C1 (centres undefined),5,-8,3,0.95,1.2,-17,11,-2,19
Cc1ccc(S(=O)(=O)N2C(=O)CCC2C(=O)Nn2cnnc2)cc1 (centres undefined),0,2,4,0.99,0.99,1,-8,1,17
COc1cccc(N(C(=O)Cn2nnc(-c3ccc(F)cc3)n2)C(C(=O)NCC2CCCO2)c2ccc(Cl)cc2)c1 (centres undefined),-13,-5,-40,1.1,1.1,-5,29,-33,14
CC(C)Cn1c(CCC(N)=O)nnc1SC(C)C(=O)Nc1ccc2c(c1)OCO2 (centres undefined),2,-10,15,0.98,1.1,-10,2,1,6
Cc1ccccc1OCCC(=O)NNC(=O)COc1cccc(F)c1,-37,-2,-23,1.4,0.99,1,-8,-8,6
COc1ccccc1CNC(=O)CCC1N=C2c3ccccc3N=C(SCC(=O)NCC3CCCO3)N2C1=O (centres undefined),-26,5,3,1.3,1.1,-8,-4,1,3
Cc1ccc(NC2CCCN(C(=O)c3cccc4nccnc34)C2)cc1C (centres undefined),-9,-5,10,1.1,1,-4,-1,-3,2
CC(=O)Nc1ccc(NC(=O)c2cc(-c3ccc(C)cc3O)n[nH]2)cc1,-67,5,-38,1.7,0.94,6,-23,15,-6
CC(=O)c1ccc(NC(=O)CN2CCCCCC2)cc1,-8,-5,-2,1.1,0.9,10,1,-10,25
CCOc1ccc(N2C(=O)CC(NCCc3ccncc3)C2=O)cc1 (centres undefined),10,-6,3,0.9,0.98,2,-35,3,3
CCOc1cc(/C=C2\N=C(SCC)SC2=O)cc([N+](=O)[O-])c1OC(C)=O,9,76*,32,0.91,1.2,-21,15,17,-28
Cc1cc(=O)n2nc(N3CCCC(C(=O)NCc4cccc(Cl)c4)C3)sc2n1 (centres undefined),-28,0,-4,1.3,0.98,2,1,-2,5

# As a short view, part of the list above:
SMILES,hIAP block,ATG4B inh,tim10-1 inh,hIAP activ,mIAP act,mIAP inh,Apaf1 inhib,TIM10 inh,NLRP3 yeast inh
CC1CC(C)CN(C(=O)COC(=O)c2ccc3c(c2)C(=O)N(Cc2ccco2)C3=O)C1 (centres undefined),5,-8,3,0.95,1.2,-17,11,-2,19
Cc1ccc(S(=O)(=O)N2C(=O)CCC2C(=O)Nn2cnnc2)cc1 (centres undefined),0,2,4,0.99,0.99,1,-8,1,17

# Printed as active in ATG4B inh (from the list above):
structure | hIAP block | ATG4B inh | hIAP activ | mIAP act | mIAP inh | NLRP3 yeast inh
CCOc1cc(/C=C2\N=C(SCC)SC2=O)cc([N+](=O)[O-])c1OC(C)=O | 9 | 76* | 0.91 | 1.2 | -21 | -28

# (next part)
SMILES,hIAP block,ATG4B inh,tim10-1 inh,hIAP activ,mIAP act,mIAP inh,Apaf1 inhib,TIM10 inh,NLRP3 yeast inh
CCOC(=O)C1CCN(CCC(=O)Nc2ccc(Br)c(C)c2)CC1,-38,-8,-2,1.4,1.1,-11,-8,7,9
CC(NS(=O)(=O)c1ccccc1)C(=O)Nc1nccs1 (centres undefined),-30,0,21,1.3,0.93,7,-7,7,-1
Cc1onc(-c2ccccc2)c1C(=O)Nc1ccc(S(=O)(=O)N2CCOCC2)cc1,-2,-9,23,1,1,-2,3,4,9
CC(=O)NC1CCN(C(=O)N2CCCC2)CC1,-11,-1,11,1.1,1,-3,12,3,9
CC(=O)Nc1ccc(S(=O)(=O)NNC(=O)CCC(=O)Nc2cc(C)ccc2C)cc1,-7,-2,-6,1.1,0.88,12,5,-4,-13
CN(CC(=O)N1CCCC1)S(=O)(=O)c1cc(Cl)ccc1Cl,11,1,11,0.89,1,-2,-4,-17,-6
COc1cccc(C(=O)N2CCN(Cc3ccc4c(c3)OCO4)CC2)c1OC,-2,-8,17,1,1,-4,-4,9,11
O=C(O)C1CCCCC1C(=O)Nc1ccccc1Nc1ccccc1 (centres undefined),-41,7,16,1.4,1,-4,12,2,11
N#Cc1cnn(Cc2ccccc2)c1N,-11,-5,4,1.1,1.1,-6,-22,-2,15
CCOC(=O)C1CCN(C(=O)/C(C)=C\c2ccccc2)CC1,-18,14,33,1.2,1,-3,2,10,-7
CCOC(=O)c1ccccc1N=Cc1c(O)c2ccccc2oc1=O,-3,2,-7,1,1,0,-4,-4,24
O=C(Nc1ccc(Br)cn1)c1coc(=O)c(Br)c1,8,4,-17,0.92,0.88,12,-12,1,-5
N#Cc1ccc(C(=O)NC2CCCCCCC2)cc1,-15,5,8,1.1,0.95,5,10,-26,13
Cc1ccccc1NC(=O)c1ccc(C)c(S(=O)(=O)Nc2ccccn2)c1,9,-2,11,0.91,1.1,-6,-6,3,0
COc1ccc(CCN(C)C(=O)C2CCCN(Cc3ccc(OC)c(OC)c3)C2)cc1OC (centres undefined),7&5,1,-19&7,0.93&0.95,0.97&0.96,3&4,-6&-9,-13&2,19&13
Cc1ccccc1N(C(=O)c1snc(C(N)=O)c1N)C(C(=O)NCC1CCCO1)c1ccc(F)cc1 (centres undefined),-4,5,33,1,1,-1,19,13,-2
COc1ccc(NC(=O)c2cc3c(=O)n(C)c4ccccc4c3n2C)cc1OC,2,-21,35,0.98,1,-3,6,9,9
O=[N+]([O-])c1ccc(C(O)C[n+]2ccccc2)cc1 (centres undefined),28,-1,-64,0.72,0.94,6,2,-4,26
CC(C)(C)OC(=O)NCCCC[C@@H](C(=O)N1CCN(C(=O)OC(C)(C)C)CC1)n1cc(CCC(=O)O)nn1,12,-5,6,0.89,1,-2,-7,4,5
CC(=O)c1cc(C(=O)Nc2ccccc2C(=O)O)oc1C,10,7,-4,0.9,1.1,-8,0,-17,17
COc1ccc(C(=O)NC2CCN(Cc3ccccc3)C2)cc1S(=O)(=O)N1CCOCC1 (centres undefined),18,-3,-3,0.82,1.1,-7,-1,2,9
COc1cc(CNn2c(C)n[nH]c2=S)cc(Cl)c1OCc1ccccc1,10,2,29,0.9,0.86,14,-11,17,27
O=C(Oc1nsnc1N1CCOCC1)N1CCCCC1,11,12,-15,0.89,0.98,2,-3,-6,7
CC(C)(C)c1ccc(C(=O)NNc2cc(N3CCOCC3)nc(N3CCOCC3)n2)cc1,3,-12,3,0.97,1.1,-5,36,9,-5
c1ccc2c(c1)Oc1cccc3cccc-2c13,-10,2,12,1.1,1.2,-22,-3,7,-13

# Results in TIM10 inh, for 5 of the compounds above:
Structure	TIM10 inh
N#Cc1cnn(Cc2ccccc2)c1N	-2
CCOC(=O)C1CCN(C(=O)/C(C)=C\c2ccccc2)CC1	10
CCOC(=O)c1ccccc1N=Cc1c(O)c2ccccc2oc1=O	-4
O=C(Nc1ccc(Br)cn1)c1coc(=O)c(Br)c1	1
N#Cc1ccc(C(=O)NC2CCCCCCC2)cc1	-26

# Look-ups from the entries so far:
# Apaf1 inhib, Cc1ccc(NC2CCCN(C(=O)c3cccc4nccnc34)C2)cc1C (centres undefined) : -1
# NLRP3 yeast inh, CC(=O)c1cc(C(=O)Nc2ccccc2C(=O)O)oc1C : 17
# mIAP inh, COc1cccc(CN2CCC(Oc3ccc(C(=O)NCc4ccccn4)cc3)CC2)c1 : -7

# Next part:
SMILES,hIAP block,ATG4B inh,tim10-1 inh,hIAP activ,mIAP act,mIAP inh,Apaf1 inhib,TIM10 inh,NLRP3 yeast inh
CN1CCC(CNC(=O)Nc2csc3ccccc23)CC1,-8,4,-3,1.1,1.1,-8,2,0,17
COc1ccc(S(=O)(=O)N2CCC(C(=O)N[C@H](C(=O)NCc3ccco3)C(C)C)CC2)cc1,-2,-5,-5,1,1,-1,7,12,12
CCOC(=O)C1=NN(c2ccccc2C)C2=NC(C)=C(C(=O)OC)C(c3cccs3)N12 (centres undefined),12,7,41*,0.88,0.77,23,14,42*,4
COCC(O)CSc1nc(C)[nH]c1[N+](=O)[O-] (centres undefined),4,4,19,0.96,0.92,8,3,-15,33
N#Cc1c2n(c(=S)n(-c3ccc(F)cc3)c1=O)CCCCC2,3,1,24,0.97,1,-1,6,0,-1
COc1ccccc1NC(=O)Nc1ccc(C(=O)N2CCCCC2)cc1,-12,3,22,1.1,1.2,-21,-80,3,-6
O=C(Nc1ccc(Nc2ccccc2)cc1)c1ccc(F)cc1,11,-3,-26,0.89,1,-5,8,13,62*
O=C(CC1Oc2ccccc2NC1=O)NCc1ccccc1 (centres undefined),7,-6,18,0.93,1,-2,-5,5,6
CCCOP(=O)(c1ccc(N(C)C)cc1)C(O)c1ccccc1OC (centres undefined),-15,4,11,1.1,0.99,1,-4,16,-4
CC1(C)CCC(=O)N2CC[C@H]3C[C@H](OC(=O)Nc4ccccc4)C[C@@H]1[C@H]32,14,8,-13,0.85,1.2,-16,3,13,22

# High-throughput results from PubChem.
